Source: PubChem BioAssay
ASAP1 inh: inhibitors of human ASAP1 ArfGAP activity, primary screen, biochemical, fluorescence polarization; Arf-GAP with SH3 domain, ANK repeat and PH domain-containing protein 1 (Homo sapiens), …; ASAP1-stimulated ARF1 GTP hydrolysis, GDP FP detection; inhibition, % at 16.5 µM; 360,000 tested, 0.19% active; in the data active means inhibition above about 25%;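 further: 0% = vehicle with enzyme and substrate and 100% = no enzyme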
NR1D1 modulator: modulators of Rev-erb alpha DNA binding, primary screen, biochemical, FITC-DNA, fluorescence polarization, uHTS; Nuclear receptor subfamily 1 group D member 1 (Homo sapiens), P20393; Rev-erbα–FITC-DNA binding, 90 min; activity, % at 10 µM; 370,000 tested, 0.79% active;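 active means activity above about 14%, limit read from the data; passing the limit was not always enough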;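 further: 0% = DMSO wells with 35 nM protein and 100% = DMSO wells with 750 nM protein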
Target sequence (P20393 whole entry, looked up): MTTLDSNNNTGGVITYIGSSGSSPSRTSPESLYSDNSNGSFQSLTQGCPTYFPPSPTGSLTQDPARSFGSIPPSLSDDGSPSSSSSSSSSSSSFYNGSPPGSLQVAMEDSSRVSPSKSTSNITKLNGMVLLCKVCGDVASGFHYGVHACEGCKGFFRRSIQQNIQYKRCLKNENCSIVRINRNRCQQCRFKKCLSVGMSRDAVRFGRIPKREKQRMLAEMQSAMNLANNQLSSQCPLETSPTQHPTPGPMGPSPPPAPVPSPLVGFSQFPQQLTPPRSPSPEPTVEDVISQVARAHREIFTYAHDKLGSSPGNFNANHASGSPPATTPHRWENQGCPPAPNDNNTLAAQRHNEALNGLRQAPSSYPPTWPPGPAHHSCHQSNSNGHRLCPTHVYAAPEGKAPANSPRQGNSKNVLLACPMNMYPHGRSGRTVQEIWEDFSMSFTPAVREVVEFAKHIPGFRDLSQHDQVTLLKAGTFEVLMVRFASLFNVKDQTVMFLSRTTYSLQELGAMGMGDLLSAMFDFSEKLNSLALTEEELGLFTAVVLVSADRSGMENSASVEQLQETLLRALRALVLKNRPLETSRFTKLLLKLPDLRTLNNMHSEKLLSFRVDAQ
ABHD4 inh: ABHD4 inhibitors, primary screen, biochemical, fluorescence polarization, mouse; purified mABHD4, FP-Rh probe fluorescence polarization; 370,000 tested, 0.54% active; inhibition, % at 8.92 µM; (Lyso)-N-acylphosphatidylethanolamine lipase (Mus musculus), Q8VD66;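 active means inhibition exceeding the mean over every tested compound plus 3 SD, cut at about 30% in these data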;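 further: 0% = plate median of compound wells and 100% = S159A mutant with DMSO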
Target sequence (Q8VD66 whole entry, looked up): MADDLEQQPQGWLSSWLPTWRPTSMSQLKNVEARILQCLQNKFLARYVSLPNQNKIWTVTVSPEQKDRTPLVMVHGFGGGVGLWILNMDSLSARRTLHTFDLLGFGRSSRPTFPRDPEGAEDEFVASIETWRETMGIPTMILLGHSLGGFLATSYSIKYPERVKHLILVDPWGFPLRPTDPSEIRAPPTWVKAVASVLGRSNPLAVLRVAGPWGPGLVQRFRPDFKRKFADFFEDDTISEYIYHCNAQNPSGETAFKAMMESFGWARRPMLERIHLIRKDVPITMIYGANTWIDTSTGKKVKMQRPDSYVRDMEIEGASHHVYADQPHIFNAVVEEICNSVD
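Assay system: mABHD4 protein; medium: HEPES pH 7.0, NaCl, Pluronic buffer; dosing: 8.92 µM, single dose; schedule: 45 min + 60 min at 25 °C; signal: FP readout, ex 525 nm / em 598 nm; read-out: normalized percent inhibition of probe labeling; repeats: single replicate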
HTRA1 inhibitor: HTRA1 serine protease inhibitors, primary screen, biochemical, fluorescence polarization, HTS. recombinant HTRA1, FP-rhodamine activity-based probe. inhibition, % at 5.96 µM. 340,000 tested, 0.5% active; in the data active means inhibition above about 36%;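 further: 0% = enzyme with DMSO and 100% = wells lacking enzyme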
GC-A act: GC-A stimulated cGMP production enhancers – HEK293 GC-A cells, cGMP TR-FRET, EC30 ANP, primary screen | Atrial natriuretic peptide receptor 1 (Homo sapiens), P16066 | 0% at EC30 ANP, 100% saturating ANP | activation, % at 10 µM | 370,000 tested, 0.14% active | AID 1671463, 2021; in the data active means activation above about 40%
PG9 binder: binders of HIV-1 gp120 antibody PG9, primary screen, biochemical, TR-FRET; TR-FRET gp120-PG9 antibody binding; HIV-1 gp120 / PG9 antibody interaction; AID 624416, 2012; inhibition, % at 6.7 µM; 360,000 tested, 0.43% active; in the data active means inhibition above about 8.5%
SMARCA2 activ: SMARCA2 (BRM) function activators, primary screen, cell-based, luminescence, high throughput | MG213 cells, MMTV-luciferase reporter, dexamethasone, overnight | activation, % at 9.1 µM | 370,000 tested, 1% active | AID 652017, 2013; in the data active means activation above about 7.8%;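 further: 0% = vehicle wells and 100% = reference activator wells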
rCAG binder: binders of r(CAG) RNA repeats, primary screen, biochemical, fluorescence. r(CAG) RNA repeat, TO-PRO-1 dye displacement fluorescence. inhibition, % at 3 µM. 370,000 tested, 1.3% active;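 active means inhibition above the plate cutoff, the mean of all test compounds on that plate plus 3 SD, cut at about 35% in these data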;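 further: 0% = DMSO alone and 100% = 100 µM mitoxantrone as full dye displacement; higher means more dye released from RNA so lower well fluorescence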
ARFGAP1 inhibitor: inhibitors of rat ARFGAP1 GAP activity, primary screen, biochemical, fluorescence polarization, GDP tracer; ADP-ribosylation factor GTPase-activating protein 1 (Rattus norvegicus), Q62848; Arfgap1-stimulated ARF1 GTP hydrolysis, GDP FP detection; inhibition, % at 16.5 µM; 360,000 tested, 0.26% active; AID 651572, 2012;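 active means inhibition above a per-plate limit, mean inhibition of low control wells plus 3 SD, cut at about 25% in these data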;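 further: 0% = DMSO wells with enzyme and 100% = wells lacking Arfgap1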
Target sequence (Q62848 1-136 limits assumed): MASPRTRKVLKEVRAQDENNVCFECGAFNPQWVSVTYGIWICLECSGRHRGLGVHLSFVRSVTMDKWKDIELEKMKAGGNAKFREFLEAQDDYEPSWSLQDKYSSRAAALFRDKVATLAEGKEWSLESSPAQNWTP
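Material – truncated rat Arfgap1 GAP domain · Buffer or medium – HEPES-based buffer, pH 7.5 · Reagent – human ARF1(Δ1-17)-GTP substrate · Dosing – 16.5 µM single point, 1.26% DMSO · Schedule – GTP hydrolysis reaction 2 h at 25 °C · Technique – GDP detection by fluorescence polarization · Benchmarks – No-Arfgap1 wells (100%) versus DMSO full-reaction wells (0%) · Repeats – single replicate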
NPR2 activator: human GC-B receptor activators, primary screen, HEK293 GC-B cells, cGMP TR-FRET, EC30 CNP; Atrial natriuretic peptide receptor 2 (Homo sapiens), P20594; 0% at EC30 CNP, 100% saturating CNP; activation, % at 10 µM; 370,000 tested, 0.11% active; AID 1920062, 2024;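 active means activation at 10 µM reaching about 35% in either raw or pattern-adjusted values, limit read from the data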
* marks the source's active call; other numbers are inactive results; / = no result given. Rows were taken by chance. About 4.4% of those tested had a hit in this group.

SMILES	ASAP1 inh	NR1D1 modulator	ABHD4 inh	HTRA1 inhibitor	GC-A act	PG9 binder	SMARCA2 activ	rCAG binder	ARFGAP1 inhibitor	NPR2 activator
Brc1c(C[n+]2ccccc2)nc2ccccn12	-5	-4	2	/	2	-1.8	-4	0	-8	9
CC(=O)Nc1ccc(NC(=O)C2CCCN2/C=C/C(=O)C(F)(F)F)cc1 (centres undefined)	6	-9	2	2	0	-1.0	-2	1	6	0
Cc1ccc(-n2c(O)c(/C=N/NC(=O)C3COc4ccccc4O3)c3ccccc3c2=O)cc1 (centres undefined)	3	6	25	16	0	-2.1	0	82*	-1	4
O=C1[C@H](Cc2ccccc2)NCCCC[C@@H](c2ccco2)N1Cc1ccccc1	1	-4	9	-18	-7	-0.4	0	-6	-1	-14
CC(=O)NC(Cc1cc(C)ccc1C)C(=O)N1CCN(C(=O)Nc2ccc(C(C)=O)cc2)CC1 (centres undefined)	-3	-1	-1	0	0	0.2	-3	-3	0	0
CCOC(=O)C1CCCN(S(=O)(=O)c2cc(Br)cc3c2N(C(C)=O)CC3)C1 (centres undefined)	2	0	7	-6	-2	-0.2	2	-1	1	-6
O=NN(CCCl)C(=O)NCCc1cccc[n+]1[O-]	11	-2	3	2	3	-0.9	0	1	0	-5
C=CCN1C(=O)c2ccc(C(=O)OCC(=O)N(C)C3CCCCC3)cc2C1=O	12	2	-8	1	1	-0.9	-2	-2	-12	0
CC1(c2cccc(Br)c2)NC(=O)N(CC(=O)N2CCc3ccccc32)C1=O (centres undefined)	-1	-4	2	-13	-4	-1.0	0	1	-2	-3
CCc1nn(CC(=O)NCCCN2CCN(C)CC2)c(=O)c2cc3occc3n12	-5	7	-3	2	4	-1.1	5	0	-3	3
O=C(N/N=C/c1c[nH]c2ccccc12)c1ccncc1	-1	-2	1	5	0	-3.3	6	2	2	-1
CCC(C)(C)n1nnnc1C(c1ccc(C)cc1)N1CCSCC1 (centres undefined)	-5	-1	-2	-5	-8	-1.8	0	0	10	-14
CCCS(=O)(=O)c1cscc1NC(=O)c1c(-c2c(F)cccc2Cl)noc1C	2	2	-2	-3	-2	0.9	-3	4	17	2
CN1CCN(C2=C(Cl)C(=O)c3ccccc3C2=O)CC1	7	-23	37*	50*	3	-5.8	-9	11	-13	-5
COc1cccc(/C=N/NC(=O)c2c(C)nc3ccc(Cl)cn23)c1OC	-7	1	1	1	-1	0.7	-1	0	1	-2
C/C(=N/NC(=O)c1ccc2c(c1)OCO2)c1ccc(NC(=O)c2ccc(F)cc2)cc1	6	3	-4	-1	-1	-1.9	8.3*	1	8	-1
O=C(/C=C/c1c(Cl)nc2ccccn12)N1CCN(c2ccc(F)cc2)CC1	6	1	-2	8	-7	-3.2	0	-4	-13	-3
C=CCN(C(=O)c1csnn1)C(C(=O)NC(C)(C)C)c1ccncc1 (centres undefined)	5	-5	-3	10	0	-0.9	-3	-4	2	2
O=C(CNS(=O)(=O)c1c(F)cc(F)cc1Br)OCC(=O)N1CCCC1=O	2	-10	-6	-3	-1	3.0	0	2	-5	-2
CCOC(=O)c1c(C)[nH]c(C(=O)CSc2ccccc2)c1C	-6	2	-9	-2	7	3.4	4	2	16	7
Cc1c(C(=O)NCCC2=CCCCC2)oc2ccc(S(=O)(=O)N3CCOCC3)cc12	-8	2	-12	-16	8	2.2	-3	2	3	6
O=C(c1cc2cc(Br)cc(Br)c2oc1=O)N1CCCC1	-11	3	3	4	12	0.3	-1	-3	8	0
COc1ccc(CCN2C(=O)C(O)=C(C(C)=O)C2c2ccccc2OC)cc1OC (centres undefined)	2	2	-12	1	1	3.2	-4	-1	-16	4
COC(=O)C(c1ccccc1)N(Cc1cccc(CN(C(C(=O)OC)c2ccccc2)S(C)(=O)=O)c1)S(C)(=O)=O (centres undefined)	-4	0	-2	-2	0	-2.4	1	-6	7	-1
Cc1ccsc1C(=O)Nc1nnc(-c2ccco2)o1	1	4	3	11	1	-0.6	-2	5	-2	-1
SMILES	ASAP1 inh	NR1D1 modulator	ABHD4 inh	HTRA1 inhibitor	GC-A act	PG9 binder	SMARCA2 activ	rCAG binder	ARFGAP1 inhibitor	NPR2 activator
COc1ccc(-c2nc(-c3ccccc3)c(-c3cccs3)[nH]2)cc1OC	6	10	11	3	-12	2.3	0	7	7	2
COc1ccc(/C=C/C(=O)O)cc1S(=O)(=O)N1CCC(C)CC1	-1	-2	7	1	0	0.2	1	1	-16	9
Cc1ccc(C(=O)OCC(=O)NC2CCCC2)cc1	-7	1	-2	-2	-1	0.6	2	-4	-2	-2
O=C1C(c2ccnc3ccccc23)=C(O)c2ccccc21	2	-28	-2	-9	-5	2.4	6	2	-12	-9
COc1cccc(C(NC(C)=O)c2nc(-c3cccc(C(=O)O)c3)cs2)c1 (centres undefined)	-13	4	-6	/	2	-0.9	-6	1	-11	-3
COC(=O)/C=C1\OC(C)c2ccccc21 (centres undefined)	-4	3	0	/	0	-2.7	4	4	5	-3
CCN(CC)CCN1C(=O)C(=O)/C(=C(/O)c2ccc(F)cc2)C1c1ccncc1 (centres undefined)	1	4	1	-1	3	-1.2	-1	0	3	6
O=S(=O)(Nc1cccc(-c2ccc(N3CCOCC3)nn2)c1)c1cc(Cl)ccc1Cl	-3	1	5	-5	-6	-0.2	0	5	11	1
CCOc1ccc(Oc2ccc(-c3nnc(-c4ccccc4)o3)cc2[N+](=O)[O-])cc1	-29	-1	3	-2	3	0.7	0	2	-8	-10
O=C(CN1CCCC1=O)NC1C2CC3CC(C2)CC1C3 (centres undefined)	8	3	2	2	0	0.0	0	-2	0	5
O=C(COc1ccc(Cl)cc1)Nc1nnc(S(=O)(=O)N2CCCCCC2)s1	-8	6	1	-7	12	-0.6	2	15	-2	2
CCc1cccc(CC)c1N1C(=O)c2cc(N3CCOCC3)c([N+](=O)[O-])cc2C1=O	2	1	0	0	-4	-0.5	-3	4	2	-4
CC(C)(C)c1cccc(/C=N/O)c1O	5	0	-11	4	2	-0.2	-2	-4	-3	2
O=C(NCCCn1ccnc1)c1ccc(Br)c(S(=O)(=O)N2CCOCC2)c1	-4	2	-1	-3	3	0.7	0	2	8	2
COc1ccc(OC)c(-n2nnnc2SCC(=O)Nc2cc(C)ccc2OC)c1	12	0	-9	-12	-3	0.7	-1	1	2	-4
O=C(NNC(=O)C1C2C=CC(C2)C1C(=O)O)c1cc(Cl)ccc1O (centres undefined)	7	5	2	-1	1	3.4	0	2	-11	1
COc1ccc(C(=O)Nc2ccc3c4c(cccc24)CC3)cc1	2	-1	6	-6	4	-0.5	2	1	3	5
CCOC(=O)Cn1c(C(F)(F)F)nc2nc(Cl)c(Cl)nc21	3	-4	8	-1	-3	2.6	-4	2	1	-3
CC1(C)CC(=O)C(C=NCCN2CCN(CC(=O)Nc3ccccc3)CC2)=C(O)C1	-4	0	-1	4	5	0.6	2	0	-1	3
Cc1ccccc1CC(=O)Nc1ccc(S(=O)(=O)N2CCN(C)CC2)cc1	-4	-2	1	3	1	-4.5	-3	0	-2	0
CCOc1ccc(NS(=O)(=O)c2cc3c4c(c2)C(C)C(=O)N4CCC3)cc1 (centres undefined)	5	-3	-1	-1	0	-2.3	-1	4	1	-1
CCCOc1cccc(-c2nnc(NC(=O)c3ccco3)s2)c1	-2	23*	-3	4	6	0.7	0	2	8	3
CC(=O)CC[C@H]1CC[C@]2(CCCN(C(=O)c3ccc4ccccc4n3)C2)O1	/	-3	2	/	4	/	2	-1	/	-6
O=C(CN(Cc1ccccc1)S(=O)(=O)c1ccccc1)N/N=C/c1ccccc1[N+](=O)[O-]	14	5	-1	-43	1	-1.6	-2	1	5	-8
CCCn1c(=O)[nH]c(=O)c2c1nc(-c1ccc(OC(F)F)cc1)n2CCN1CCOCC1	10	-6	-5	-3	-1	-1.6	6	-4	14	1

NR1D1 modulator: entries above that show a hit.
Molecule | ASAP1 inh | NR1D1 modulator | HTRA1 inhibitor | GC-A act | PG9 binder | SMARCA2 activ | ARFGAP1 inhibitor | NPR2 activator
CCCOc1cccc(-c2nnc(NC(=O)c3ccco3)s2)c1 | -2 | 23* | 4 | 6 | 0.7 | 0 | 8 | 3

(continued)
SMILES	ASAP1 inh	NR1D1 modulator	ABHD4 inh	HTRA1 inhibitor	GC-A act	PG9 binder	SMARCA2 activ	rCAG binder	ARFGAP1 inhibitor	NPR2 activator
COc1cc(-c2nc3n(n2)C(c2ccncc2)C(C(N)=O)=C(C)N3)cc(OC)c1OC (centres undefined)	3	-2	-4	5	2	1.8	-7	5	4	-3
N#Cc1ccc(NC(=O)COC(=O)CSc2nnc(-c3ccc(Cl)cc3)o2)cc1	1	3	3	-4	62*	-1.5	-1	1	13	-10
Cc1nc2cc(NC(=O)C3COc4ccccc4O3)ccc2s1 (centres undefined)	1	0	2	-2	3	-1.2	0	-2	4	-1
COC(=O)c1ccc(Sc2ccccn2)c([N+](=O)[O-])c1	2	-1	5	5	-4	-1.3	-3	-4	1	5
Cc1cccc(Nc2nnc(SCC(=O)NCC3CCCO3)s2)c1 (centres undefined)	-4	5	-1	-5	1	-2.1	1	-3	7	2
Fc1ccc(-n2nnnc2-c2cnc(-c3cccs3)nc2C(F)(F)F)cc1	-4	8	-22	-42	4	-2.5	-4	-5	-5	-2
CCN(CC)CCN(Cc1cc2cc(C)ccc2[nH]c1=O)C(=S)NCc1ccco1	6	3	6	-18	-2	-2.4	0	-2	-10	0
COc1ccccc1NC1C=CS(=O)(=O)C1 (centres undefined)	-8	-1	6	6	4	-0.4	-2	-3	6	-3
Cc1cc(C)c(NC(=O)C2=COCCO2)c(C)c1	8	-9	1	2	4	1.8	4	-1	3	-4
CS(=O)(=O)c1ccc(S(=O)CC(=O)OCc2ccccc2)c([N+](=O)[O-])c1 (centres undefined)	0	8	1	1	12	-3.3	-14	5	1	5
NS(=O)(=O)c1ccc(CCNC(=O)c2ccncc2)cc1	5	0	-12	-6	3	2.4	2	-2	5	7

3 compounds from above, arranged by formula weight, high to low.
SMILES	ASAP1 inh	NR1D1 modulator	ABHD4 inh	HTRA1 inhibitor	GC-A act	PG9 binder	SMARCA2 activ	rCAG binder	ARFGAP1 inhibitor	NPR2 activator
N#Cc1ccc(NC(=O)COC(=O)CSc2nnc(-c3ccc(Cl)cc3)o2)cc1	1	3	3	-4	62*	-1.5	-1	1	13	-10
COc1cc(-c2nc3n(n2)C(c2ccncc2)C(C(N)=O)=C(C)N3)cc(OC)c1OC (centres undefined)	3	-2	-4	5	2	1.8	-7	5	4	-3
COC(=O)c1ccc(Sc2ccccn2)c([N+](=O)[O-])c1	2	-1	5	5	-4	-1.3	-3	-4	1	5
